p53 reactivation = qHTS assay for re-activators of p53 using a Luc reporter; 320,000 compounds, 0.063% hits; H1299 p53-A138V BP100-luciferase reporter, luminescence, 24 h; Potency, µM (series often up to 92.2 µM), without a hit: at the highest dose activity change, positive = activation, most hits filed as activators; note: potency is the fitted concentration of half-maximal effect; % of control where 0% means no effect; nearly all actives have a fitted effect of over 45% in size
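p53-null H1299 cells stably carrying temperature-sensitive p53-A138V and a BP100-luciferase reporter were pinned with compounds (4-point, 1:5 series) and held 24 hrs at 37 deg C. Luminescence was read 10 min after detection reagent.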
ASM inhibitor = Inhibitors of Secretory Acid Sphingomyelinase (S-ASM): qHTS | AID 504937, 2011 | placental ASM, HMU-PC fluorogenic substrate, 60 min | 340,000 compounds, 0.006% hits | Potency, µM (series often up to 57.5 µM), for the others: top-dose activity change, negative = inhibition, hits mostly inhibitors | Sphingomyelin phosphodiesterase (Homo sapiens), P17405; note: potency is the fitted concentration of half-maximal effect
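HMU-PC0 cleavage (9 uM final) by human placental ASM, 60 min at 37 °C following 10 min compound exposure at RT; stopped at pH 10, fluorescence Ex 386/Em 447 nm.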
uPA surface inh = qHTS for Inhibitors of Cell Surface uPA Generation | cell surface uPA generation assay, qHTS | Potency, µM (top dose mostly 38.3 µM), for the others: at the highest dose activity change, negative = inhibition, actives largely listed as inhibitors | 330,000 compounds, 0.31% hits | AID 540303, 2011; active = well fitted inhibition curve with a large enough effect; inconclusive = small, poorly fitted or top-dose-only effect; inactive = no such curve, though single readings can be large or run the other way; tested in mouse RAW 264.7 cells; note: potency is the fitted concentration of half-maximal effect; % is set by controls: 0 for no effect and ±100 for the full control effect; nearly all actives have a fitted effect of over 55% in size
PTAP TSG101 blk = qHTS Assay for Iinhibitors of HIV-1 Budding by Blocking the Interaction of PTAP/TSG101 | 340,000 tested, under 10 active | Tumor susceptibility gene 101 protein (Homo sapiens), Q99816 | Potency, µM (doses to about 115 µM), for inactives: at the top dose activity change, negative = inhibition, actives largely listed as inhibitors | Fluorescence polarization, FITC-PTAP peptide / Tsg101 binding | AID 493005, 2010; active = well fitted inhibition curve with a large enough effect in the main read-out, with a control signal flat, not every such curve was filed as active; inconclusive = small, poorly fitted or top-dose-only effect, or effect the other way, or a change in a side signal; inactive = no such curve, though single readings can be large or run the other way; note: potency is the fitted concentration of half-maximal effect; % of control where 0% means no effect
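Fluorescence anisotropy tracks displacement of a FITC-tagged PTAP peptide (50 nM) from the Tsg101 binding domain (10 uM), following a 20 min room-temperature incubation at pH 7.5.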
ELG1 genotox = qHTS screen for small molecules that induce genotoxicity in human embryonic kidney (HEK293T) cells expressing luciferase-tagged ELG1; Potency, µM (highest dose often 46 µM), for inactives: top-dose activity change, positive = activation, most hits filed as activators; 330,000 compounds, 1.3% hits; HEK293T ELG1-luciferase reporter, luminescence, 16 h; note: potency is the fitted concentration of half-maximal effect; % of control where 0% means no effect; nearly all actives have a fitted effect of over 60% in size
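Cells (2,000/well) expressing the ELG1-luciferase fusion are dosed by pin tool and kept 16 hr at 37 °C, 5% CO2. Signal comes from ONE-Glo luciferase reagent after 30 min at room temperature.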
B2AR arrestin = qHTS assay of beta-arrestin-biased ligands of beta2-adrenergic receptor. beta-arrestin recruitment to beta2AR, cell-based reporter. AID 492947, 2010. 330,000 compounds, 0.02% hits. Potency, µM (highest dose often 46.1 µM), for the others: at the highest dose activation, hits mostly activators;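 note: potency is the fitted concentration of half-maximal effect; 0% = DMSO controls and full agonism = EC100 isoproterenol or metaproterenol; nearly all actives have a fitted effect of over 65% in size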
Target sequence (P07550 whole entry, looked up): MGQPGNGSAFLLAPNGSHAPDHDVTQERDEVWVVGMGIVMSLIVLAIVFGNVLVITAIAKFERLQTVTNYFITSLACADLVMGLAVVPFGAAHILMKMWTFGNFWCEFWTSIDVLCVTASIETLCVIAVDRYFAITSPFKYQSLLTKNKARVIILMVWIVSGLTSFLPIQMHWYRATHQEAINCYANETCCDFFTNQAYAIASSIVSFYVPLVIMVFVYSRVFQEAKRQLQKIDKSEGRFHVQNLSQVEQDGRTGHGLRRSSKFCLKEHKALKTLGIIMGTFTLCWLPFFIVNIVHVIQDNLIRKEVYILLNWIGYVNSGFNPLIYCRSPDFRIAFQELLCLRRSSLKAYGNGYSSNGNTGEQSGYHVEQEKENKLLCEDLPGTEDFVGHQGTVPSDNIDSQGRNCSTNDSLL
BRCA1 expr act = qHTS Assay to Identify Small Molecule Activators of BRCA1 Expression; Potency, µM (titrated, usually from 46.1 µM), for the others: at the top dose activation, usual class: activators; 380,000 compounds, 1.1% hits; MCF7-BRCA1-FFLuc reporter, luminescence, 48 h; response scale: scaled: vehicle 0%, 10 µM genistein 100%; note: potency is the fitted concentration of half-maximal effect; nearly all actives have a fitted effect of over 80% in size; some results filed as inactive show a strong effect at the top dose
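First, MCF7-BRCA1-FFLuc cells (2000/well) attach for 2 h; next, compounds are pin-added and incubated 48 h at 37 °C; finally, luciferase reagent is added and luminescence read after 15 min.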
a7 integrin act = qHTS for Activators of Integrin-Mediated Alleviation for Muscular Dystrophy | Potency, µM (highest dose often 38.3 µM), without a hit: at the highest dose activation, hits mostly activators | 350,000 compounds, 0.064% hits | AID 624291, 2012 | alpha7betagal myoblasts, beta-gal FDG fluorescence, 48 h;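 note: potency is the fitted concentration of half-maximal effect; 100% = response of the positive control SU9516; nearly all actives have a fitted effect of over 60% in size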
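alpha7betagal+/- myoblasts (passage 13, 250/well) treated 48 h at 37C with compounds at 1:260 dilution of DMSO stock. Lysed, then beta-galactosidase activity read as FDG fluorescence (ex 480/em 540) after 30 min, with pre-read for autofluorescence.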
TRPV1 agonist = HTS Assay for Compounds that Act as Agonists of the Vanilloid Receptor 1; TRPV1-expressing cells, Fluo-8 calcium influx, agonist mode; activation, % at 8.33 µM; 320,000 compounds, 0.19% hits; in the data active = activation above about 80%; inconclusive = between about 30% and that limit; note: 0% is about no effect
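TRPV1-expressing cells were cultured overnight at 35.5C and loaded with Fluo-8 calcium dye for 40 to 90 min at room temperature. After a 10 s baseline, compound was added and calcium influx was read kinetically for 3 min (ex 480/em 520 nm).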
Eya2 inh = qHTS Assay for Inhibitors of the Phosphatase Activity of Eya2. Protein phosphatase EYA2 (Homo sapiens), O00167. recombinant Eya2, OMFP fluorescence dephosphorylation (OMFP is methylfluorescein phosphate). Potency, µM (series often up to 76.9 µM), inactives show at the top dose activity, negative = inhibition, hits mostly inhibitors. 330,000 compounds, 0.006% hits. AID 488837, 2010; note: potency is the fitted concentration of half-maximal effect; % is set by controls: 0 for no effect and ±100 for the full control effect
Target sequence (O00167 whole entry, looked up): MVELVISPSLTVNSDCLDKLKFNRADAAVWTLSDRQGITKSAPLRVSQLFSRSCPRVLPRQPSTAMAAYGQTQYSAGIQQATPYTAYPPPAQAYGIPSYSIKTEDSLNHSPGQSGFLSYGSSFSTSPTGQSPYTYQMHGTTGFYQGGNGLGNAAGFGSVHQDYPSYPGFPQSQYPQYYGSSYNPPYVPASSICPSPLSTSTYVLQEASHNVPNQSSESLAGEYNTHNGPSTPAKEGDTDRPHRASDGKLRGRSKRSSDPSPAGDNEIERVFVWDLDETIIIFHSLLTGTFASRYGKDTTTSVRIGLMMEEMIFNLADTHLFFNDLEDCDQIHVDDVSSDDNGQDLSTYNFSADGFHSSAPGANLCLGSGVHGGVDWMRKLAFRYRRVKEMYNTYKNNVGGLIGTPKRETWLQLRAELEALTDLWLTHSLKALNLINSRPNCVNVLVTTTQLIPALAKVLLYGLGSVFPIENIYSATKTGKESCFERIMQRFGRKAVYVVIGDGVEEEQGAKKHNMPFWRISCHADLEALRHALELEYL
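Eya2 protein (added as 0.2 uM solution) was preincubated with compound for 10 min at ambient temperature in 50 mM HEPES pH 7.5, 50 mM NaCl, 5 uM MgCl2, 0.05% BSA, 1 mM DTT. OMFP (added at 50 uM) then reacted 10 min; fluorescence read at 485/525 nm.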
USP2a block = qHTS Assay for Inhibitors of Ubiquitin-specific Protease USP2a Using CHOP2 as the Reporter; Potency, µM (series often up to 38.3 µM), without a hit: at the top dose activity change, negative = inhibition, hits mostly inhibitors; Ubiquitin carboxyl-terminal hydrolase 2 (Homo sapiens), O75604; AID 463254, 2010; 330,000 compounds, 0.01% hits; USP2 core, Ub-CHOP2 coupled fluorogenic reporter, 485/531;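 note: potency is the fitted concentration of half-maximal effect; plate controls were DMSO wells for no effect and full inhibition by NEM control for full effect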
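Cell-free coupled assay: 10nM USP2 core preincubated 30min RT with compound in Tris-HCl pH 8.0/CaCl2/CHAPS buffer, then 25nM Ub-CHOP2 and 25nM reporter substrate; fluorescence (Ex 485/Em 531) read after 60min RT, normalized to NEM inhibition, concentration-response curves fitted.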
Numbers without * were called inactive; ? = inconclusive; . = no result given. Unless noted, calls come from the whole dose curve; as a rule, active = well fitted curve in the direction sought with a large enough effect; inconclusive = small, poorly fitted or top-dose-only effect, or another doubt; inactive = no such curve, though single readings can be large; an effect the other way counts as inactive or inconclusive.

SMILES	p53 reactivation	ASM inhibitor	uPA surface inh	PTAP TSG101 blk	ELG1 genotox	B2AR arrestin	BRCA1 expr act	a7 integrin act	TRPV1 agonist	Eya2 inh	USP2a block
O=C(CN1C(=O)NC2NC(=O)NC21)N/N=C/c1ccccc1F (stereo not given)	2%	.	.	.	-1%	0.0%	.	.	-3	-4%	4%
CCNC(=S)Nc1cccc([N+](=O)[O-])c1	8%	.	.	.	1%	-0.9%	.	.	22	9%	1%
O=c1cc(CO)oc(C(Nc2cccc(C(F)(F)F)c2)c2ccccn2)c1O (stereo not given)	6%	1%	-5%	0%	0%	-0.1%	0%	0%	2	10%	1%
O=[N+]([O-])c1ccc(-c2n(-c3ccccn3)c3ccccc3[n+]2-c2ccccn2)cc1	3%	0%	-1%	-10%	-5%	-0.6%	-5%	6%	2	-1%	0%
CC(=O)NC(CC(=O)N1CCN(C(C)=O)CC1)c1ccccc1 (stereo not given)	12%	2%	5%	-3%	2%	0.2%	20%	37%	-2	-1%	1%
COc1ccccc1Oc1ccc(NC(=O)c2ccccc2C)cc1	4%	7%	-11%	-3%	-6%	-1.1%	-1%	16%	?	-2%	1%
CC1(C)CC2(CCO1)OC(=O)CC2C(=O)NCCc1ccccc1 (stereo not given)	-2%	2%	2%	-8%	1%	-0.1%	7%	8%	-2	-1%	0%
Cc1ccc(S(=O)(=O)N2CCC(C(=O)Nc3ccc(S(=O)(=O)N4CCOCC4)cc3)CC2)cc1	.	-3%	-8%	-1%	.	.	-24%	18%	.	.	.
Cc1ccc(-c2cnc(NCc3cc4c(cc3[N+](=O)[O-])OCO4)n2C)cc1C	0%	-1%	1%	-5%	-8%	0.1%	-31%	15%	5	-4%	0%
Cc1cc(-c2csc(NC(=O)c3cc4ccccc4o3)n2)c(C)n1C	5%	-1%	.	0%	6%	-0.3%	30%	-26%	2	4%	-1%
CN(C(=O)COC(=O)C1CCN(S(=O)(=O)c2cccs2)CC1)C1CCS(=O)(=O)C1 (stereo not given)	-2%	3%	3%	-6%	-5%	0.2%	-5%	-11%	-1	1%	1%
Cc1csc(SCC(=O)c2c(N)n(C)c(=O)n(C)c2=O)n1	?	2%	-5%	-5%	?	0.3%	44%	-9%	8	0%	-5%
Nc1c(C(=O)CSc2nnc(N3CCOCC3)n2-c2cccc(F)c2)c(=O)[nH]c(=O)n1C1CC1	3%	2%	1%	0%	2%	0.0%	-3%	0%	0	23%	2%
O=C(/C=C/c1ccco1)NC1=NCCS1	?	2%	-6%	0%	9.2µM*	10%	?	-35%	-4	2%	3%
N#CC1=C(N)Oc2cc(O)ccc2C1c1cccnc1 (stereo not given)	2%	-2%	1%	-2%	1%	-0.2%	-16%	-29%	2	8%	4%
COc1cccc(C(=O)Nc2nnc(S(=O)(=O)N(C)c3ccccc3)s2)c1	4%	-2%	-4%	0%	-1%	-1.1%	0%	21%	0	1%	-1%
CCOc1ccc(C(=O)CN2C(=O)NC3(CCCCCC3)C2=O)cc1	14%	-1%	1%	-9%	-1%	0.6%	46%	-16%	-1	5%	1%
COc1ccccc1N(C)S(=O)(=O)c1ccc(C(=O)NC(C)c2ccccc2)cc1 (stereo not given)	-2%	2%	0%	0%	-4%	0.0%	-4%	14%	12	-11%	7%
C[C@@H](CSc1ccccc1)CN1CC[C@H](NC(=O)OCc2ccccc2)CCC1=O	.	-6%	8%	-3%	-7%	1.0%	0%	3%	5	-17%	3%
CCOCc1c(C(=O)NC2CCCCCC2)oc2ccccc12	5%	-1%	2%	0%	-7%	0.0%	0%	34%	?	-24%	3%
COC(=O)c1cc(C(=O)OC)cc(N2C(=O)CC(NNC(=O)c3ccccc3Cl)C2=O)c1 (stereo not given)	-15%	4%	-3%	0%	2%	-0.5%	-1%	26%	-7	4%	-1%
COc1ccc(CCNc2ccncn2)cc1OC	7%	2%	.	-5%	-4%	-1.0%	-36%	9%	13	-14%	0%
CS(=O)(=O)N(CC(=O)N/N=C/c1ccco1)c1ccccc1Br	-12%	3%	2%	0%	1%	-0.3%	-16%	14%	-7	7%	4%
CN=C1N(C)C[C@@H]2[C@@H]3C(=O)N(Cc4ccccc4)C(=O)[C@@H]3[C@](Cc3ccccc3)(C(=O)OC)N12	-6%	-4%	-2%	-3%	-4%	0.1%	11%	0%	.	6%	1%
CC(=O)Nc1ccc(N2CCN(C(=O)c3cccs3)CC2)cc1	3%	5%	2%	-3%	1%	0.3%	1%	6%	-2	11%	5%
COc1ccc(CNC(=O)c2cc(C(C)=O)c[nH]2)cc1	-2%	4%	-3%	-8%	4%	0.3%	-29%	5%	4	5%	6%
OCCNCCCCOc1cccc(Br)c1	-6%	6%	2%	0%	-4%	-1.2%	-22%	-40%	-3	3%	-5%
COC(=O)[C@@H]1CCCN1Cc1c(C(=O)N2CCCCC2)nc2c(C)cccn12	-1%	4%	-5%	-4%	1%	0.0%	-18%	-21%	1	-1%	4%
O=C(Nc1ccc(NC(=O)c2ccco2)c(Cl)c1)c1cccc([N+](=O)[O-])c1	5%	4%	2%	-4%	12%	-0.3%	-2%	?	-6	22%	0%
CNC(=O)c1cccc2nc3ccccc3nc12	-5%	-2%	-14%	0%	?	-0.1%	-36%	22%	-3	-26%	0%

Results in BRCA1 expr act, USP2a block and uPA surface inh, for two of the compounds above:
| Molecule | BRCA1 expr act | USP2a block | uPA surface inh |
| --- | --- | --- | --- |
| Nc1c(C(=O)CSc2nnc(N3CCOCC3)n2-c2cccc(F)c2)c(=O)[nH]c(=O)n1C1CC1 | -3% | 2% | 1% |
| O=C(Nc1ccc(NC(=O)c2ccco2)c(Cl)c1)c1cccc([N+](=O)[O-])c1 | -2% | 0% | 2% |

Further results:
SMILES	p53 reactivation	ASM inhibitor	uPA surface inh	PTAP TSG101 blk	ELG1 genotox	B2AR arrestin	BRCA1 expr act	a7 integrin act	TRPV1 agonist	Eya2 inh	USP2a block
O=S(=O)(c1ccc(NC(=S)N/N=C/c2ccc(Oc3ccccc3)cc2)cc1)N1CCOCC1	-2%	-1%	2%	-1%	?	-0.6%	11%	-22%	0	9%	2%
O=[N+]([O-])c1ccc(OCC2CC(c3ccccc3)=NO2)cc1 (stereo not given)	4%	-4%	0%	-3%	5%	0.2%	10%	2%	14	-28%	9%
CC(Sc1nncn1C)C(=O)Nc1ccc2ccccc2c1 (stereo not given)	-2%	0%	3%	-3%	1%	-0.1%	25%	?	4	33%	0%
Cc1csc(SCCN2C(=O)c3ccccc3C2=O)n1	?	19%	17%	-7%	?	-0.5%	?	-5%	-1	1%	2%
O=C(O)C1CC(=O)n2c(nc3ccccc32)S1 (stereo not given)	-1%	4%	0%	-4%	2%	-0.2%	-5%	11%	1	-4%	-2%
COc1cccc(CN(C)C(=O)c2sccc2-c2ccccc2)c1OC	8%	4%	3%	0%	13%	0.2%	-8%	-8%	1	-4%	1%
Cc1nc(C(=O)Nc2ccc(Cl)cc2)nn1-c1ccc([N+](=O)[O-])cc1	9%	-9%	1%	-5%	0%	-0.2%	4%	31%	.	11%	1%
Cc1ccc(NC(=S)Nc2ccccn2)cc1C	21%	1%	12%	-1%	16%	0.7%	50%	-7%	?	9%	0%
O=C(CCc1nnc(CCCc2ccccc2)o1)NCCc1ccccc1	4%	4%	-4%	-3%	1%	-0.1%	4%	-8%	-1	4%	1%
CCC(=O)N1CCc2cc(S(=O)(=O)NC(CC(C)C)C(=O)N3CCc4ccccc43)ccc21 (stereo not given)	-8%	-1%	.	1%	-8%	-0.3%	0%	18%	-3	6%	2%
COc1ccc(Nc2nc(N)nc(CSC(=S)N3CCC(C)CC3)n2)cc1	?	-2%	-1%	-11%	2%	0.3%	12%	1%	1	-4%	1%
Cc1ccc(-c2csc(N3CCN(c4ccc5nc(-c6ccncc6)n(CCN6CCCCC6)c5c4)CC3)n2)cc1	.	-8%	2%	-4%	-5%	-1.2%	-20%	-9%	1	-13%	-1%
N/C(=N\N=C\c1cccs1)SC1CC(=O)N(c2cccc([N+](=O)[O-])c2)C1=O (stereo not given)	8%	-4%	-2%	-1%	6%	-0.7%	21%	1%	0	9%	2%

High-throughput results deposited in PubChem BioAssay by National Center for Advancing Translational Sciences (NCATS).
